# From PubChem BioAssay
# SV40 large T antigen: SV40 large T antigen inhibitors, biochemical (AID 1903). SV40 large T antigen ATPase/helicase inhibition assay; higher % means a stronger effect. one-dose inhibition, % at 20 µM; IC50 in µM for titrated hits. hit rate 0.39% among 310,000; in the data active means a potency from the dose series; inconclusive means inhibition mostly from about 32% at the one dose, without a potency; inactive means the rest, 99 in 100 with inhibition below about 32%; further: strong numbers were not always called active
# RSV antiviral HEp-2: RSV antiviral activity via CPE protection, HEp-2 cells, primary 10 µM value included (AID 2391) | HEp-2 cells, RSV-induced CPE inhibition; higher % means a stronger effect | CPE inhibition, % at 10 µM, or IC50 in µM where a hit was titrated | hit rate 0.13% among 310,000; in the data active means a potency from the dose series; inconclusive means CPE inhibition mostly from about 23% at the one dose, without a potency; inactive means the rest, 99 in 100 with CPE inhibition below about 21%; further: strong numbers were not always called active
# West Nile antiviral: West Nile virus antiviral activity, cell-based, CPE readout (AID 1621); West Nile virus-infected cells, CPE inhibition; higher % means a stronger effect; one-dose CPE inhibition, % at 10 µM; IC50 in µM for titrated hits; hit rate 0.02% among 290,000; in the data active means a potency from the dose series; inconclusive means CPE inhibition mostly from about 3.7% at the one dose, without a potency; inactive means the rest, 99 in 100 with CPE inhibition below about 2.2%; further: strong numbers were not always called active
# MgcRacGAP inhibition: MgcRacGAP GTPase-activating activity inhibitors, confirmation, biochemical, ADP Hunter fluorescence. AID 624330. inhibition, % at 30 µM; hits with a dose series show IC50 in µM. hit rate 0.6% among 340,000. MgcRacGAP-stimulated Rac1 GTP hydrolysis, ADP Hunter fluorescence; higher % means a stronger effect; GST-tagged Rac1 F28L mutant substrate;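 active means first-screen hits whose inhibition reached a set limit at any dose in the follow-up dose series; inconclusive means inhibition above the set first-screen limit but never retested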;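 further: fluorescence reports GDP produced by GAP-driven GTP hydrolysis; strong numbers were not always called active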
# UTI89 phage lysis: inhibition of K1F phage lysis, E. coli UTI89, bacterial capsule biogenesis inhibitors, alamar blue (AID 488966); E. coli UTI89 K1F phage lysis, alamar blue, 2 h; higher % means a stronger effect; inhibition, % at 100 µM, or IC50 in µM where a hit was titrated; hit rate 0.02% among 340,000;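 active means phage lysis inhibition, versus mean bacterial control, above a set limit; inconclusive means no clear call, values can overlap the other calls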;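 further: capsule biogenesis inhibitors block K1F phage lysis so surviving cells raise fluorescence; higher fluorescence means more inhibition of phage lysis; actives were called in the ten point dose series up to 300 µM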
# Dengue-2 NS5 capping: flavivirus cap methylation enzyme inhibition – biochemical, confirmation dose response, primary screen (AID 588689); Dengue-2 NS5 methyltransferase capping enzyme assay, biochemical; higher % means a stronger effect; one-dose inhibition, % at 25 µM; IC50 in µM for titrated hits; hit rate 0.3% among 340,000; in the data active means a potency from the dose series; inconclusive means inhibition above about 29% without an active follow-up result
# Siah-1 displacement: Siah-1 peptide-binding antagonists, primary screen, biochemical, fluorescence polarization, rhodamine-plectin, uHTS (AID 1817); Siah-1 / rhodamine-plectin peptide fluorescence polarization; higher % means a stronger effect; one-dose displacement, % at 20 µM; IC50 in µM for titrated hits; hit rate 0.02% among 290,000;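 active means displacement of at least 50% at 20 µM, with a fluorescence ratio check between 0.3 and a set limit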;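 further: plate controls were Siah plus tracer with DMSO for no effect and tracer alone without Siah for full effect; strong numbers were not always called active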
# AID2073: disruptors of CaV2.2 binding to Mint1 – biochemical, HTRF (AID 2073) | HTRF protein-protein interaction, Mint1-CaV2.2; higher % means a stronger effect | inhibition, % at 20 µM; hits with a dose series show IC50 in µM | hit rate 0.19% among 290,000; in the data active means inhibition mostly above about 51%, no sharp cut-off; inconclusive means no clear call, values can overlap the other calls; inactive means mostly below about 53%; further: some results filed as inactive read as strong as hits
# NTR1 ag: NTR1-driven beta-arrestin-GFP spot formation – imaging, U2OS cells, high content, primary screen (AID 493036); P30989; agonist mode; activation, % at 20 µM; hit rate 0.17% among 330,000;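 active means activation at or above 40% of the spot to cytoplasm intensity ratio, with at least 20 cells analyzed; inconclusive means wells under 20 cells, flagged as cytotoxic or low count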;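 further: 0% = DMSO without peptide and 100% = 100 nM NTR1 peptide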
# Target sequence (P30989 whole entry, looked up): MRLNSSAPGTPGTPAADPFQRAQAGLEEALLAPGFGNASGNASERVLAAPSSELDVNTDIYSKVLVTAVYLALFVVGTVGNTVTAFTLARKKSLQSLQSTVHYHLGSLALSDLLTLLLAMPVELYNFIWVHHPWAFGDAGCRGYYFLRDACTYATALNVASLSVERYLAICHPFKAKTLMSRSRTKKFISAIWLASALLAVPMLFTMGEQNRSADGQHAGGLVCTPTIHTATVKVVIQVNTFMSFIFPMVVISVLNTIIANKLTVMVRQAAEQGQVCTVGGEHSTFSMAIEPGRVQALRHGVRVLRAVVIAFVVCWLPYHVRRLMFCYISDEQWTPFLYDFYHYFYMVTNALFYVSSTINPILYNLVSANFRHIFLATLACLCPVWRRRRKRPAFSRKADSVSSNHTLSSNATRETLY
# NTR1 ag cell count 20 µM: further read-out of NTR1 ag, marked with its call; cell count; measured here: cell count, cytotoxicity flag
# Dengue-2 NS5 capping pilot replicate: second read-out of Dengue-2 NS5 capping, no call of its own (marks repeat the call); inhibition, %; measured here: pilot screen replicate inhibition
# * hit, by the source's call; ? = inconclusive; / = no result given; [ ] = another dose, or the depositor's remark.
SMILES,SV40 large T antigen,RSV antiviral HEp-2,West Nile antiviral,MgcRacGAP inhibition,UTI89 phage lysis,Dengue-2 NS5 capping,Siah-1 displacement,AID2073,NTR1 ag,NTR1 ag cell count 20 µM,others
CC(C)[C@H](Nc1ccc(S(=O)(=O)N2CCOCC2)cc1[N+](=O)[O-])C(=O)OCC(=O)N(C(C)C)C(C)C,4%,0.7%,-0.8%,9%,2.7%,4%,-4%,10%,-0.6,62,
Cc1cccc(NC(=O)C2CCN(C(=O)NC3CCCCC3)CC2)c1,7%,1.6%,-0.1%,6%,-0.3%,-4%,1%,16%,2.4,52,
CC(=O)N(C)c1ccc(NC(=O)/C=C/c2ccccc2Cl)cc1,0%,5.7%,0.9%,3%,8.9%,-5%,-3%,-32%,1.0,49,
COC(=O)c1ccc(CSc2nnc(CS(=O)Cc3ccc(Br)cc3)n2-c2ccccc2)cc1 (stereo unspecified),8%,4.9%,-1.7%,7%,0.3%,-1%,6%,-2%,3.9,51,
O=c1cc(N2CCc3ccccc32)[nH]c(=O)n1-c1ccc(Cl)cc1,18%,1.3%,-0.1%,0%,0.8%,/,3%,-1%,-0.6,83,
COc1cccc(OC)c1OCCCOc1cccc2cccnc12,4%,0.6%,-0.4%,3%,0.3%,3%,1%,-6%,2.1,59,
Cn1c(=O)c2[nH]c(N3CCN(c4ccccn4)CC3)nc2n(C)c1=O,/,0.7%,0.0%,/,/,/,-8%,-10%,-1.1,87,
CCc1cc(C(=O)Nc2ccc(C)cc2Br)cs1,-4%,5.0%,-0.8%,7%,1.9%,-6%,9%,20%,2.1,77,
CN(Cc1ccon1)C(=O)CCc1nnc(Cc2ccc(-c3ccccc3)cc2)o1,16%,8.1%,-0.9%,5%,-1.0%,/,2%,-6%,0.9,42,
C=C1C[C@H](O[C@@H]2O[C@H](CO)[C@@H](O)[C@H](O)[C@H]2O)[C@@H]2[C@H](OC(=O)[C@H]2C)[C@H]2[C@H](C)[C@@H](O)C[C@@H]12,/,/,/,9%,2.3%,-4%,/,/,-1.6,66,
O=C(CSc1nnc2nnc3ccccc3n12)N1CCOCC1,7%,0.0%,-0.7%,4%,1.0%[50 µM],0%,2%,20%,-0.4,76,
Cc1ccc(S(=O)(=O)Nc2cccc(N(C)S(C)(=O)=O)c2)cc1[N+](=O)[O-],-3%,3.6%,-0.5%,8%,0.5%,0%,-6%,-14%,0.3,39,
S=c1nc(-c2ccccc2)[nH]c2ccccc12,5%,2.4%,-1.0%,7%,-0.3%,13%,4%,28%,1.7,44,
O=C(CNC(=O)c1ccc(Cl)cc1Cl)OCc1nnc(-c2ccccc2Br)o1,/,/,/,6%,1.4%,8%,/,/,1.1,63,
Cc1ccc(NC(=O)C(NC2CCCc3ccccc32)c2ccccc2)cc1Cl (stereo unspecified),4%,15%,-0.7%,9%,0.4%,1%,0%,-2%,2.9,99,
Cc1ccc(C(=O)Nc2nnc(C)s2)cc1,6%,2.6%,0.8%,/,/,/,4%,-17%,-1.1,103,
CCOP(=O)(OCC)C(NC(=O)Nc1ccc(Cl)cc1)c1ccccc1 (stereo unspecified),12%,1.0%,-0.5%,6%,6.8%,-4%,-1%,2%,1.1,40,
O=[N+]([O-])c1ccc(N2CCCCC2)c(-c2nn[nH]n2)c1,11%,3.2%,-0.2%,6%,-0.2%,0%,10%,-14%,-0.7,36,
C/C(=N\NC(=S)Nc1cc(S(=O)(=O)N2CCOCC2)ccc1Cl)c1ccccc1F,15%,11%,0.0%,7%,6.6%,-1%,14%,-9%,-0.8,78,
COc1cccc(N2C(=O)CC(N3CCN(c4ccc([N+](=O)[O-])cc4)CC3)C2=O)c1 (stereo unspecified),10%,0.8%,-0.4%,6%,0.1%,-8%,12%,8%,0.1,67,Dengue-2 NS5 capping pilot replicate=6.1
COc1ccc(/C=N/Nc2ccc(C(=O)O)cc2)cc1Br,12%,15%,0.7%,7%,-1.1%,/,1%,16%,1.2,93,
CN(C)S(=O)(=O)N1CCC(Cc2ccccc2)CC1,11%,4.6%,-0.6%,9%,0.6%,-7%,3%,6%,1.5,85,
Cc1c(C(=O)NCc2ccc3c(c2)OCO3)oc2ccc(S(=O)(=O)N3CCCCC3)cc12,3%,5.4%,0.6%,1%,5.8%,-8%,3%,8%,1.7,58,
O=c1onc(-c2cccnc2)n1-c1ccccc1F,8%,1.5%,-0.8%,8%,0.4%,-4%,-2%,-6%,-1.3,61,
Cc1ccc2c(COC(=O)C34CC5CC(CC(C5)C3)C4)cc(=O)oc2c1,5%,1.8%,0.5%,1%,-0.6%,-2%,1%,-5%,4.6,53,
COc1cc(CNC(=O)CCC(=O)N2C[C@H]3C[C@H](C2)c2cccc(=O)n2C3)cc(OC)c1OC,1%,2.9%,-0.3%,0%,0.1%,-3%,-2%,-2%,0.3,88,
Cc1ccccc1-n1nc(C(=O)c2cccs2)cc(-c2nc3ccccc3[nH]2)c1=N,12%,17%,-1.4%,11%,1.9%,-1%,-14%,31%,55*,85*,
COc1ccc(/C=C/c2ccc3cccc(O)c3n2)c(OC)c1OC,4%,17%,3.0%,5%,0.6%,-1%,-4%,43%,4.8,63,
CC(=O)c1c(C)[nH]c(C(=O)N2CCN(c3ccc(F)cc3)CC2)c1C,4%,-3.0%,-0.3%,3%,3.8%,-2%,-5%,5%,-0.6,70,
CCCCNC(=S)N(C)/N=C/c1ccc(OCC(=O)Nc2ccc(OC)cc2)c(OC)c1,11%,0.0%,0.3%,3%,0.5%,13%,1%,16%,0.5,76,
Cc1sc(NC(=O)Cn2cnnn2)nc1-c1ccc(Cl)cc1,6%,-0.8%,-0.4%,12%,0.7%,-5%,-1%,-7%,0.9,35,
O=C(Nc1ccc2c3c(cccc13)CC2)c1ccco1,5%,1.7%,-0.3%,-5%,-0.5%,9%,0%,6%,0.5,42,
Cc1[nH]nc2c1C(c1cccs1)C1=C(CCCC1=O)N2 (stereo unspecified),8%,3.9%,1.1%,13%,0.3%,-3%,6%,12%,-1.6,49,
CCc1ncc(CN2CCCCC2C(=O)Nc2ccc(Oc3ccccc3)nc2)cn1 (stereo unspecified),2%,-0.9%,-1.1%,5%,0.8%[50 µM],5%,7%,-6%,1.8,74,
COc1cccc(N(CC(=O)NC2CC3CCC2C3)S(=O)(=O)c2ccccc2)c1 (stereo unspecified),6%,3.0%,-1.1%,7%,-0.1%,2%,9%,-2%,0.2,55,
COc1ccc(O)c(CNn2c(-c3ccc(Br)cc3)nc3ccccc3c2=O)c1,-9%,4.5%,-1.1%,12%,0.0%,-5%,0%,5%,4.3,98,

# 2 compounds drawn at random from the list so far:
SMILES,SV40 large T antigen,RSV antiviral HEp-2,West Nile antiviral,MgcRacGAP inhibition,UTI89 phage lysis,Dengue-2 NS5 capping,Siah-1 displacement,AID2073,NTR1 ag,NTR1 ag cell count 20 µM,others
CCCCNC(=S)N(C)/N=C/c1ccc(OCC(=O)Nc2ccc(OC)cc2)c(OC)c1,11%,0.0%,0.3%,3%,0.5%,13%,1%,16%,0.5,76,
O=C(CSc1nnc2nnc3ccccc3n12)N1CCOCC1,7%,0.0%,-0.7%,4%,1.0%[50 µM],0%,2%,20%,-0.4,76,

# (further entries)
SMILES,SV40 large T antigen,RSV antiviral HEp-2,West Nile antiviral,MgcRacGAP inhibition,UTI89 phage lysis,Dengue-2 NS5 capping,Siah-1 displacement,AID2073,NTR1 ag,NTR1 ag cell count 20 µM,others
CCn1nnnc1SCC(=O)N1CCc2ccccc21,7%,-0.8%,0.8%,5%,2.2%,5%,/,/,-2.2,67,
CCc1nc2ccccc2n1Cc1ccccc1OC,9%,?,-0.6%,1%,0.3%,-8%,-2%,3%,1.0,52,
CSc1ncccc1C(=O)OCC(=O)c1ccc(C)s1,/,/,/,2%,1.4%,-5%,/,/,0.4,65,
Cc1ccc(NC(=O)N2CCCC2C(=O)Nc2ccc3c(c2)OCCO3)cc1 (stereo unspecified),2%,0.9%,0.3%,5%,0.0%,-13%,8%,-5%,0.4,63,
COc1ccc(N2CCN(C(=O)CN(c3ccccc3)S(C)(=O)=O)CC2)cc1,>100µM*,0.0%,0.7%,?,0.5%,-7%,-3%,3%,2.3,47,
Cc1cc(C)c2nc(C)cc(Nc3ccc(C(=O)NCCO)cc3)c2c1,8%,1.8%,-0.2%,0%,-2.7%,-8%,10%,2%,0.5,51,
O=C(Cc1ccccc1[N+](=O)[O-])OCC(=O)c1c[nH]c2ccccc12,2%,1.6%,/,7%,1.2%[50 µM],-4%,/,/,-0.3,64,
COCCn1c(C)cc(/C=C(\C#N)C(=O)OCC(=O)Nc2ccc(S(N)(=O)=O)cc2)c1C,/,/,/,15%,0.6%[50 µM],-12%,/,/,0.7,71,
CC(C)n1cnc2c(NCc3ccccc3)cc(N[C@H](C)CO)cc21,/,/,/,14%,0.3%,15%,/,/,-4.9,60,
COc1cccc(NC(=O)C2CCC(CNS(=O)(=O)c3cccs3)CC2)c1 (stereo unspecified),4%,-0.9%,0.0%,6%,-0.4%,/,9%,8%,0.0,85,
Fc1cccc2sc(N3CCOCC3)nc12,-3%,3.5%,0.3%,7%,0.5%,-2%,6%,9%,-2.4,78,
CC(C)OCC1Cn2c(nc3c2c(=O)n(C)c(=O)n3C)O1 (stereo unspecified),2%,-0.3%,-0.3%,6%,1.7%,3%,2%,3%,0.5,46,
CC(C)OC(=O)c1cc(NC(=O)C2C3C=CC(O3)C2C(=O)O)cc(C(=O)OC(C)C)c1 (stereo unspecified),4%,0.5%,-0.3%,/,0.0%[50 µM],-9%,-2%,1%,3.2,38,
COc1ccc(S(=O)(=O)NCCOc2ccccc2)cc1OC,0%,-0.1%,-0.9%,6%,-0.9%,-5%,0%,-1%,0.0,82,
CCOC(=O)C1=C(C)N=c2s/c(=C/c3ccccc3)c(=O)n2C1c1ccc(OC)c(OC)c1 (stereo unspecified),1%,7.9%,-0.1%,5%,0.3%,-17%,2%,17%,3.1,50,
COc1ccc(NC(=O)Cc2c(C)n(C(=O)c3ccc(Cl)cc3)c3ccc(OC)cc23)cc1,0%,1.5%,-1.0%,15%,0.3%,1%,-2%,-4%,-0.3,79,
COc1ccc(NC(=O)c2ccc(-c3ccccc3)cc2)cc1S(=O)(=O)N1CCOCC1,7%,6.7%,-0.8%,4%,0.3%,0%,0%,?,5.4,65,
COc1cc(C(C)=O)ccc1OCC(=O)N(CCC1=CCCCC1)c1c(N)n(Cc2ccccc2)c(=O)[nH]c1=O,8%,-1.3%,/,3%,1.4%[50 µM],0%,/,/,2.2,77,
O=C(COC(=O)CCSc1ccccc1)Nc1ccc(F)cc1Cl,4%,1.0%,0.9%,4%,0.4%,-10%,3%,-1%,-0.8,102,
CC(C)CCNC(=O)CN(C)S(=O)(=O)c1cccc2nsnc12,10%,1.8%,-0.4%,7%,-0.1%,2%,-2%,4%,0.6,78,
